# CBFb RUNX1 block – CBF-beta/RUNX1 interaction disruption | Q01196+Q13951 | AlphaScreen CBFb-His/RUNX1-biotin binding, biochemical | Potency, µM (highest dose often 59.8 µM), for inactives: top-dose activity, negative = inhibition, actives largely listed as inhibitors | 230,000 tested, under 10 active; further: % of control where 0% means no effect
# Target sequence (Q01196 whole entry, looked up): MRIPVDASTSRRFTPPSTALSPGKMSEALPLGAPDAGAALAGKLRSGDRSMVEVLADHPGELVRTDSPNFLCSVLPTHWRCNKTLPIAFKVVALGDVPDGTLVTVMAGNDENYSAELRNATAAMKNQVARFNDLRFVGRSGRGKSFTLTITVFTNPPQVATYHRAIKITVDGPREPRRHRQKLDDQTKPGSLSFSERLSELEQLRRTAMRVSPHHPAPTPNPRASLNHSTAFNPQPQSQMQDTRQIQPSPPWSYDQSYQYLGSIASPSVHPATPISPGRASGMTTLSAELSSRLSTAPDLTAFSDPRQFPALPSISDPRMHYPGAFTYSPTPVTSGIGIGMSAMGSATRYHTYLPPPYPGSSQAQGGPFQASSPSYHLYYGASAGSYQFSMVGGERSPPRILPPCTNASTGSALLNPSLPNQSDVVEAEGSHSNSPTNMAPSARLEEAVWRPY
# Target sequence (Q13951 whole entry, looked up): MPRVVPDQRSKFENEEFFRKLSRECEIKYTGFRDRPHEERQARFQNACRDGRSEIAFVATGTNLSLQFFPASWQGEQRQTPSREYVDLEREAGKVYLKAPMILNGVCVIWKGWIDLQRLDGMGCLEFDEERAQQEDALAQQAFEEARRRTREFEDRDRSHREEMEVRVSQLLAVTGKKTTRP
#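 CBF-beta (His) and RUNX1 (biotin), 30 nM each; 20 min preassociation; + compound, 15 min; + beads 50 ng each (Ni, streptavidin), 90 min; RT; AlphaScreen read.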
# Tau FP inhib – blocks human tau fibril formation measured by polarization; P10636; K18 P301L tau heparin fibrillization, Alexa594 FP, 6 h; Potency, µM (titrated, usually from 57.7 µM), without a hit: top-dose activity, negative = inhibition, actives largely listed as inhibitors; actives 0.39% (n = 280,000); further: potency means the concentration at half of the fitted maximal effect; on the % scale 0 is the no-effect control and ±100 the full control effect; nearly all actives have a fitted effect of over 55% in size
#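 Steps: dispense K18 P301L tau (15 uM plus 0.24 uM Alexa 594 tracer, final) in pH 7 sodium acetate; add compound; add heparin (20 uM final); incubate 6 hr, 37 C; add ThT (30 uM final); after 1 hr ambient, read FP.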
# Epigenetic reg – regulators of epigenetic silencing causing reporter derepression in mouse cells; murine LDR cells, GFP reporter derepression, 30 h; Potency, µM (highest dose often 53.9 µM), without a hit: at the highest dose GFP activation, hits mostly activators; actives 0.2% (n = 280,000); AID 1865; further: potency means the concentration at half of the fitted maximal effect; % of control where 0% means no effect; nearly all actives have a fitted effect of over 60% in size
#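 Murine LDR cells bearing a silenced CMV-driven GFP reporter were exposed to compound for 30 h at 37 C. After PBS washes, GFP-positive cells (20-120 um objects) counted by laser-scanning microplate cytometry.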
# Tau fluor cs – counter-screen for tau fibril formation inhibitors; tau K18 P301L (four-repeat tau fragment) Alexa594 fluorescence, heparin fibrillization; Potency, µM (doses to about 57.7 µM), for inactives: at the highest dose activity change, negative = decrease; actives 0.93% (n = 280,000); AID 1463; further: potency means the concentration at half of the fitted maximal effect; on the % scale 0 is the no-effect control and ±100 the full control effect; nearly all actives have a fitted effect of over 55% in size
#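 Human K18 P301L tau (15 uM unlabeled plus 0.24 uM Alexa 594-labeled, final) in 100 mM sodium acetate pH 7 was mixed with compound and 20 uM heparin and incubated 6 hr at 37 C.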
# TexasRed fluor – alters Texas Red total fluorescence, flagging assay interference | TRb/SRC2 Texas Red total fluorescence interference | actives 0.29% (n = 280,000) | Potency, µM (top dose mostly 106 µM), for inactives: top-dose fluorescence change, negative = quenching; active means well fitted curve in either direction with a large enough effect; inconclusive means small, poorly fitted or top-dose-only effect; further: potency means the concentration at half of the fitted maximal effect; on the % scale 0 is the no-effect control and ±100 the full control effect
#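 Human TRb ligand-binding domain at 0.6 uM with 20 nM Texas Red SRC2 peptide in Tris buffer containing 1 uM T3 and 5% DMSO, incubated with compound 5 h at ambient temperature. Total fluorescence (555/632 nm) calculated as parallel + 2 × perpendicular.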
# aGal spleen mod – alpha-galactosidase A (human) modulation; actives 0.008% (n = 240,000); human spleen homogenate, 4MU-alpha-Gal fluorescence, 40 min; AID 2107; P06280; Potency, µM (top dose mostly 80 µM), for inactives: at the highest dose activity change, negative = inhibition, usual class: inhibitors;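 further: potency means the concentration at half of the fitted maximal effect; 0% = enzyme with vehicle and -100% = no enzyme basal signal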
#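 Human spleen homogenate (1 ug) as enzyme source, 4-methylumbelliferyl-alpha-D-galactopyranoside 1 mM final, citrate/phosphate pH 5.0 with 0.01% Tween-20. Compounds 40 min at 37C, NaOH/glycine stop; fluorescence Ex 365/Em 440, Hill-fit AC50.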
# NPSR antag – neuropeptide S receptor (human) antagonism, cAMP; CHO-NPSR cells, cAMP TR-FRET, antagonist mode; Potency, µM (series often up to 38.3 µM), without a hit: at the highest dose activity change, negative = inhibition, most hits filed as inhibitors; actives 1% (n = 220,000); further: potency means the concentration at half of the fitted maximal effect; on the % scale 0 is the no-effect control and ±100 the full control effect; nearly all actives have a fitted effect of over 50% in size; many of its hits are not listed in these tables
# TRb SRC2 PPI – TRbeta-SRC2 interaction inhibition; P10828; TRbeta-SRC2 peptide binding, fluorescence polarization; receptor liganded with 1 µM T3; Potency, µM (titrated, usually from 106 µM), for the others: at the top dose activity change, negative = inhibition, most hits filed as inhibitors; actives 0.065% (n = 280,000);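 further: potency means the concentration at half of the fitted maximal effect; plate controls were bound peptide for no effect and peptide without receptor for full effect; nearly all actives have a fitted effect of over 50% in size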
# Target sequence (P10828 whole entry, looked up): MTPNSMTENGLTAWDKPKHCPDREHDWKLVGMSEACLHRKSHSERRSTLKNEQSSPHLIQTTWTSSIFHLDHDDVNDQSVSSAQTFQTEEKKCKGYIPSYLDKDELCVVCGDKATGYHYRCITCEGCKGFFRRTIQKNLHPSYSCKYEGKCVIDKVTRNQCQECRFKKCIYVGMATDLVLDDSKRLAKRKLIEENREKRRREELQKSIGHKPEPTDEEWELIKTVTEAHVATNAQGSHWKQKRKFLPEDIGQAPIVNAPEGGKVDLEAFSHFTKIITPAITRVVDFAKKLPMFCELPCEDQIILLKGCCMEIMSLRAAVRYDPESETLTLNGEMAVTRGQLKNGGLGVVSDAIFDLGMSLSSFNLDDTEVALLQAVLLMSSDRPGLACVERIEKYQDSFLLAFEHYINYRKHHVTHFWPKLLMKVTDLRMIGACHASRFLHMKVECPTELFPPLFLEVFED
#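 Decrease in fluorescence polarization of 20 nM Texas Red SRC2 coactivator peptide flagged inhibition of its binding to 0.6 uM TRb LBD; 1 uM T3 included, incubation 5 hr, ex 555/em 632 nm.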
# Active calls of the source: *; ? = inconclusive; / = no result given; [ ] = remark or other dose. Unless noted, the call rests on the fitted dose curve; in most records, active means well fitted curve in the direction sought with a large enough effect; inconclusive means small, poorly fitted or top-dose-only effect, or another doubt; inactive means no such curve, though single readings can be large; an effect the other way counts as inactive or inconclusive.
SMILES,CBFb RUNX1 block,Tau FP inhib,Epigenetic reg,Tau fluor cs,TexasRed fluor,aGal spleen mod,NPSR antag,TRb SRC2 PPI
O=C(NCN1C(=O)C2C3C=CC(C3)C2C1=O)Nc1ccccn1 (stereo not given),-5%,7%,0.8%,8%,-4%,2%,13%[46.1 µM],-5%
O=C(CCCN1C(=O)/C(=C/c2cccs2)SC1=S)NNC(=O)c1ccccc1O,-13%,0%,-0.1%,-10%,0%,0%,-10%,0%
Cc1cc(NC(=O)CN2CCCCC2)n(-c2ccccc2)n1,0%,-4%,2.1%,-9%,-2%,-4%,-22%,0%
CCOC(=O)/C(=N\Nc1ccccc1[N+](=O)[O-])c1csc(Nc2ccccc2)n1,/,8%,-1.5%,7.1µM*[quencher],-4%,-10%,-34%,8%
COC(=O)Cn1nc(-c2ccccc2)c2ccccc2c1=O,3%,-2%,8.2%,2%,0%,-11%,5%[46.1 µM],0%
CN(C)CC(O)COc1cc2ccccc2cc1C(=O)N1CCCCC1 (stereo not given),0%,-3%,-1.6%,0%,2%,12%,22%[46.1 µM],-15%
CC1CCCCC1NC(=O)COc1ccc(-n2cnnn2)cc1 (stereo not given),6%,9%,0.0%,5%,2%,16%,-1%[46.1 µM],-2%
CC(C)OC(=O)CSc1nc(Cc2ccccc2)nc2ccccc12,22%,-1%,1.1%,-13%,-1%,-1%,42%,-3%
O=C(CCNC(=O)c1ccc(Br)o1)NC1CCCC1,1%,7%,0.8%,5%,-5%,3%,4%[46.1 µM],-7%
O=C(Oc1ccc(Cl)c2cccnc12)C12CC3CC(CC(C3)C1)C2,2%,-7%,?,-11%,0%,-3%,-36%,4%
COc1ccc(CNC(=O)CS(=O)Cc2nc(-c3ccc(OC)c(OC)c3)oc2C)cc1 (stereo not given),/,-3%,-1.1%,-5%,1%,/,/,-3%
CCOC(=O)c1sc(NS(=O)(=O)c2ccc(NC(C)=O)cc2)nc1C,-10%,-12%,-1.0%,-5%,-2%,1%,-4%[46.1 µM],-2%
CCCOc1ccc(C(=O)Nc2ccc3nn(-c4ccc(OC)c(Cl)c4)nc3c2)cc1,/,?,-0.8%,-4%,3%,/,/,-11%
CC1CC(CCN)(c2ccccc2)C(C)CN1C (stereo not given),5%,0%,0.1%,-5%,1%,2%,10%,1%
COc1ccc(CCNC(=O)Cn2cc(C(F)(F)F)cc(Cl)c2=O)cc1,5%,0%,0.0%,-6%,0%,2%,6%,-4%
CSc1ccccc1NC(=O)Cn1nc([N+](=O)[O-])cc1C,6%,-9%,-0.1%,-15%,-3%,-10%,9%,5%
COc1ccccc1/C=C/C1NC(=O)NC(C)=C1C(=O)OC(C)C (stereo not given),3%,1%,3.8%,1%,1%,0%,6%,4%
CCOc1ccc(NC(=O)N(Cc2cn(CC)c3ccccc23)C2CCCCCC2)cc1,/,4%,0.2%,-21%,-1%,/,/,-3%
O=C1Nc2ccccc2S/C1=C\C(=O)N1CCCC1,-19%,0%,-3.0%,4%,0%,0%,-3%,5%
O=C(NCCc1ccc(Cl)cc1)C1CCN(S(=O)(=O)c2ccc3[nH]ccc3c2)CC1,/,?,0.8%,?,0%,/,/,-6%
O=C1C(c2ccncc2)=C(O)c2ccccc21,-3%,4%,1.6%,-13%,-5%,2%,1%[46.1 µM],2%
Cc1ncc(CSc2nnnn2-c2ccccc2)c(N)n1,4%,-4%,-1.0%,-2%,-6%,-5%,-2%[46.1 µM],0%
CNS(=O)(=O)c1cccc(C(=O)OCC(=O)Nc2ccc(OC)cc2[N+](=O)[O-])c1,-6%,-2%,0.0%,-8%,3%,1%,-8%,-1%
Cn1c(O)c(C(C#N)=C2N=c3ccccc3=N2)c2ccccc21,-2%,-7%,-0.1%,?,-2%,7%,-1%[46.1 µM],6%
C=Cc1ccc(CN2C(=O)N(c3ccc(CC)cc3)S(=O)(=O)c3ccccc32)cc1,/,?,-1.3%,-1%,?,/,/,1%
CN1C(=O)Cn2c1nc1ccccc12,-1%,0%,-1.1%,7%,-1%,2%,6%[46.1 µM],-4%
O=[N+]([O-])c1cc(Cl)c2cccnc2c1O,?,-3%,?,-9%,-4%,3%,-41%,7%
Cc1ccc(S(=O)(=O)N2CCC(C(=O)NCCc3ccccc3)CC2)cc1,1%,-2%,2.2%,-2%,-2%,3%,-5%[46.1 µM],-5%
NC(=O)CN1CCN(S(=O)(=O)c2ccc(Br)cc2)CC1,1%,-3%,-6.1%,-8%,-1%,8%,5%,3%
O=C(CCC(=O)Nc1ccccc1)NNC(=O)C(c1ccccc1)c1ccccc1,-1%,-10%,1.0%,-4%,-7%,1%,14%,8%
CCCCOc1ccccc1C1C(C(=O)OC)=CN(CC)C=C1C(=O)OC,?,-2%,-1.1%,-4%,-3%,?,?,-10%
CCc1ccc(NS(=O)(=O)c2ccc3[nH]c(=O)[nH]c3c2)cc1,1%,-3%,-0.1%,-5%,-6%,4%,13%,-4%
COc1cccc(/C=C2\SC(=S)N(C(Cc3ccccc3)C(=O)O)C2=O)c1 (stereo not given),-14%,-4%,-6.0%,-9%,0%,-4%,32%,2%
N#CC1=C(N)n2c(s/c(=C\c3ccco3)c2=O)=C(C#N)C1c1ccco1 (stereo not given),/,?,-3.2%,-27%,?,1%,-1%[46.1 µM],-24%
COc1ccc(CC(=O)N2CCCC(CNC(=O)c3ccccc3Cl)C2)cc1 (stereo not given),9%,-1%,-1.6%,-5%,0%,0%,-7%,3%
CCCn1c(C)nc2c(NCc3ccccc3)nc(C)nc21,12%,0%,2.7%,-6%,-3%,12%,/,0%
CS(=O)(=O)Nc1ccc(C(=O)N2CCCC2)cc1,-4%,6%,-1.5%,-5%,-1%,-2%,-5%[46.1 µM],-6%
CC(=O)[C@H]1[C@H](c2cccc(Cl)c2)C(C#N)(C#N)[C@@H]2c3ccccc3C=CN21,3%,-3%,0.0%,-20%,?,8%,-2%,2%
N#CC(=C1CCCC1)c1nc(-c2ccc(Cl)cc2)cs1,3%,-8%,1.1%,-16%,-1%,0%,-10%[46.1 µM],2%
CC1CCN(C(=O)COC(=O)c2cc3ccccc3cc2O)CC1,13%,-8%,-5.8%,-23%,-5%,9%,-12%[46.1 µM],2%
CC(C)(C)c1ccc(C(=O)CCCSC2=C(C#N)C(c3ccco3)C3=C(CCCC3=O)N2)cc1 (stereo not given),-5%,-16%,-0.9%,-14%,-2%,-5%,?,-1%
COc1ccc(OC)c(/C=N/NC(=O)c2cc3c(OC)cccc3[nH]2)c1,15%,4%,1.1%,?,-7%,19%,-18%,-2%
CCS(=O)(=O)c1ncc(Cl)c(C(=O)Nc2ccccc2)n1,/,?,0.3%,-6%,?,/,/,-4%
C=CCn1c(N)c(C(=O)Nc2ccccc2OC)sc1=S,-22%,3%,2.1%,-3%,-6%,-2%,-6%[46.1 µM],-3%
Cc1ccc2nc(Cl)c(/C=N/NC(=O)c3ccccc3O)cc2c1,0%,8%,3.0%,?,1%,-10%,-19%,7%

# Profiles as entered above:
# O=C(CCNC(=O)c1ccc(Br)o1)NC1CCCC1 in the list: CBFb RUNX1 block = 1%; Tau FP inhib = 7%; Epigenetic reg = 0.8%; Tau fluor cs = 5%; TexasRed fluor = -5%; aGal spleen mod = 3%; NPSR antag = 4%[46.1 µM]; TRb SRC2 PPI = -7%
# CC1CCCCC1NC(=O)COc1ccc(-n2cnnn2)cc1 (stereo not given) in the list: CBFb RUNX1 block = 6%; Tau FP inhib = 9%; Epigenetic reg = 0.0%; Tau fluor cs = 5%; TexasRed fluor = 2%; aGal spleen mod = 16%; NPSR antag = -1%[46.1 µM]; TRb SRC2 PPI = -2%
# COc1ccccc1/C=C/C1NC(=O)NC(C)=C1C(=O)OC(C)C (stereo not given) in the list: CBFb RUNX1 block = 3%; Tau FP inhib = 1%; Epigenetic reg = 3.8%; Tau fluor cs = 1%; TexasRed fluor = 1%; aGal spleen mod = 0%; NPSR antag = 6%; TRb SRC2 PPI = 4%

# (listing goes on)
SMILES,CBFb RUNX1 block,Tau FP inhib,Epigenetic reg,Tau fluor cs,TexasRed fluor,aGal spleen mod,NPSR antag,TRb SRC2 PPI
O=C(CN1CCOCC1)NCCC12CC3CC(CC(C3)C1)C2,1%,-3%,2.7%,-3%,2%,5%,-5%[46.1 µM],1%
Cc1ccccc1NC(=S)N(CCN1CCCCCC1)Cc1cccs1,5%,1%,-1.1%,-2%,-1%,0%,-51%,-6%
CCN(Cc1ccccc1)C(=O)c1ccc(SC)cc1OC,6%,0%,1.0%,-7%,0%[53 µM],2%,2%,3%[53 µM]
O=C(NCC1COc2ccccc2O1)C1(c2ccccc2)CCCC1 (stereo not given),-4%,9%,-1.1%,-5%,-6%,-8%,33%,-5%
CCCCc1cn([C@@H](CCCCNC(=O)OC(C)(C)C)C(=O)N2CCN(C(=O)OC(C)(C)C)CC2)nn1,9%,?,-0.7%,14%,1%,10%,35%,6%
Cc1cc(NC(=O)CCC(=O)N(CC(=O)NC2CCCC2)Cc2ccccc2Cl)no1,6%,-2%,0.0%,-5%,-3%,-2%,-15%[46.1 µM],-13%
C#CCOCCOCCOCCNc1nc(N2CCN(C(=O)[C@H]([C@@H](C)CC)n3cc([C@@H](N)CO)nn3)CC2)nc(N2CCN(C(=O)[C@H](CCCCN)n3cc([C@@H](N)C(C)CC)nn3)CC2)n1 (stereo not given in full),10%,10%,0.5%,5%,-2%,0%,-47%,-8%
COc1ccc(C)cc1NC(=O)CN1C(=O)COc2ccc(S(=O)(=O)N3CCCCCC3)cc21,/,7%,2.5%,-16%,0%,/,/,-5%
C/C(=C\c1ccccc1)C(=O)c1c(C)cc(C)[nH]c1=O,5%,-4%,0.1%,-4%,-5%,-1%,23%,-4%
Cn1c(=O)[nH]c(=O)c2c1nc(Br)n2CC(O)COc1ccccc1 (stereo not given),3%,0%,0.7%,-8%,-11%,1%,-1%[46.1 µM],2%
COc1ccc(CNC(=O)c2ccc(C)cc2)cc1,3%,/,/,/,-1%,-3%,/,-8%
COc1cc(C(=O)Nc2ccc(-c3nnc(-c4ccco4)o3)cc2)cc(OC)c1OC,0%,?,13%,-24%,-4%,0%,-4%[46.1 µM],-4%

# Assay outcomes from PubChem.

# The list is partial; count on the stated rates, not on these rows.
